Vif-APOBEC3F blk – blocks the Vif interaction with APOBEC3F; HeLa A3F-eYFP + Vif (tagged APOBEC3F with the HIV-1 protein that degrades it), YFP fluorescence increase; Potency, µM (doses to about 46.1 µM), inactives show at the highest dose activity, negative = active; 390,000 tested, 0.2% active; AID 602313; further: potency means the concentration at half of the fitted maximal effect; % of control where 0% means no effect; nearly all actives have a fitted effect of over 65% in size
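HeLa cells stably expressing Vif plus C-terminally eYFP-tagged A3F were seeded, incubated overnight at 37 deg C, dosed with compound, incubated overnight again at 37 deg C. Yellow fluorescence (Ex 488/Em 500-530) reported blocked Vif-mediated A3F-eYFP degradation.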
D2 potentiator – positive allosteric modulators of human D2 dopamine receptor; P14416; HEK293 T-REx D2, calcium flux, EC20 dopamine potentiation; 340,000 tested, 0.34% active; potentiation, % at 10 µM;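 active means potentiation over 3 SD above the plate norm, cut at about 30% in these data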; further: 0% is about no effect
Target sequence (P14416 whole entry, looked up): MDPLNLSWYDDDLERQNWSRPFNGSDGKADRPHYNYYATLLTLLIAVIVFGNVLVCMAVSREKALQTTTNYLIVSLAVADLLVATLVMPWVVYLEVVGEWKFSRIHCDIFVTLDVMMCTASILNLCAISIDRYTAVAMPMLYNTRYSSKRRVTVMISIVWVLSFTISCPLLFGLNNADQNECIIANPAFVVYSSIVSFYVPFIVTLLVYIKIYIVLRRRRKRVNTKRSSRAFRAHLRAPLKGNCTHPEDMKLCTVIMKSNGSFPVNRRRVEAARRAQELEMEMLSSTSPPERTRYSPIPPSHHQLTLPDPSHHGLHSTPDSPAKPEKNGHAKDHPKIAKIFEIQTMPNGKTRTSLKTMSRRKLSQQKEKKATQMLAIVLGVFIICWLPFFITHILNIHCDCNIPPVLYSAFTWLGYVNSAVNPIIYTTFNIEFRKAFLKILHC
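Tetracycline-induced HEK293 T-REx cells force-coupled to calcium signalling expressed D2; compounds were pin-added after a 10 s baseline, read kinetically 180 s, then an EC20 dopamine challenge followed with a further 180 s calcium read.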
D1 potentiator – human D1 dopamine receptor positive modulation | 360,000 tested, 0.036% active | HEK293 TREx D1 cells, calcium flux, dopamine EC20 potentiation | potentiation, % at 10 µM | AID 504651; in the data active means potentiation above about 30%; further: 0% is about no effect
Target sequence (P21728 whole entry, looked up): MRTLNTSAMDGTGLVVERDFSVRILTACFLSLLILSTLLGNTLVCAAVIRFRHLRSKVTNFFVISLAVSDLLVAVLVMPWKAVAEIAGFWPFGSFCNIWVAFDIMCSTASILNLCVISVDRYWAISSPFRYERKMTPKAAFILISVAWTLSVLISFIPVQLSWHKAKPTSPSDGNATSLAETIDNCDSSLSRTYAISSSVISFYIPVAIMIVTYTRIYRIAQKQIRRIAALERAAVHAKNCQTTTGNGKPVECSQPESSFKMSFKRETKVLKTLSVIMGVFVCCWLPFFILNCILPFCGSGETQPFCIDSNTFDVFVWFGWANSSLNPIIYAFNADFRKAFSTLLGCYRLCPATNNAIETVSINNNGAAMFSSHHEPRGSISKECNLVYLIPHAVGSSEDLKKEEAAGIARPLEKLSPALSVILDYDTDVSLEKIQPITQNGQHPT
D1 agonist – agonists of human D1 dopamine receptor; activation, % at 2 µM; HEK293 T-REx D1 cells, calcium flux, agonist mode; 360,000 tested, 1% active; P21728; in the data active means activation above about 30%; further: 0% is about no effect
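Agonism was scored from calcium flux recorded over 180 s (1 read/s) after pintool compound addition, following a 10-cycle baseline. Cells were inducible force-coupled HEK293 TREx D1, plated overnight at 30 C and loaded with no-wash calcium dye.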
GRP78 ERSR act – ER stress response induction in glioma; U87-MG GRP78 promoter luciferase reporter, 16 h; Potency, µM, without a hit: at the top dose activation, actives largely listed as activators; 420,000 tested, 0.02% active; AID 602332; further: potency means the concentration at half of the fitted maximal effect; series mostly up to about 76 µM; % of control where 0% means no effect; nearly all actives have a fitted effect of over 35% in size
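Stably transfected U87-MG human glioma cells carrying a GRP78-based luminescent sensor were seeded at 1000 cells/well, pin-dosed with compounds and incubated 16 h. Luciferase reagent was then added, and end-point luminescence was read after 10 min at room temperature.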
Vif-A3G inh – blocks the Vif interaction with human APOBEC3G; 410,000 tested, 0.076% active; Q9HC16; Potency, µM (titrated, usually from 46.1 µM), for inactives: at the highest dose activity, negative = active, hits mostly inhibitors; HeLa A3G-eYFP + Vif (tagged APOBEC3G with the HIV-1 protein that degrades it), YFP fluorescence, overnight;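 further: potency means the concentration at half of the fitted maximal effect; on the % scale 0 is the no-effect control and ±100 the full control effect; nearly all actives have a fitted effect of over 60% in size; hits raise eYFP signal because A3G escapes Vif-driven loss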
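Read-out is eYFP fluorescence (Ex 488/Em 500-530) from Vif-expressing HeLa A3G-eYFP cells; more signal means A3G escaped Vif-mediated degradation. Cells plated overnight, compound pinned in, incubated overnight at 37 deg C.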
D1 antag – antagonists of human D1 dopamine receptor. activity change, negative = inhibition, % at 10 µM. 360,000 tested, 3.2% active. P21728. AID 504652. HEK293 TREx D1 cells, calcium flux, dopamine EC80; active compounds read low; in the data active means activity change below about -30%; further: on the % scale 0 is the no-effect control and ±100 the full control effect
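Using tetracycline-induced force-coupled D1 Hek293 cells and a calcium dye, signals were followed for 180 s after compound, then for 180 s after EC80 dopamine, to detect inhibitors.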
LDHA block – inhibitors of human lactate dehydrogenase A. P00338. purified LDHA, NADH/diaphorase-resazurin fluorescence; active compounds read low. activity change, % (values are at about 110 or 230 µM). 480,000 tested, 0.15% active. AID 1347041; in the data active means activity change below about -30%; inconclusive means mostly about -25% to -30%;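 further: plate controls were DMSO wells for no effect and wells without enzyme for full effect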
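Remaining NADH was detected by diaphorase (0.133 mg/mL) converting 37 µM resazurin to fluorescent resorufin, read at 0 and 20 minutes. The preceding 5-minute room-temperature reaction used 2 nM LDHA, 0.2 mM sodium pyruvate and 0.06 mM NADH at pH 7.4.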
RXFP1 agonist – agonists of human relaxin receptor RXFP1; Q9HBX9; 370,000 tested, 0.3% active; AID 2676; HEK293T-RXFP1 cAMP TR-FRET, 30 min; response scale: percent of porcine relaxin response, buffer zero; Potency, µM (doses to about 57.5 µM), for inactives: at the highest dose activation, hits mostly activators; further: potency means the concentration at half of the fitted maximal effect; on the % scale 0 is the no-effect control and ±100 the full control effect; nearly all actives have a fitted effect of over 60% in size; many of its hits are not listed in these tables
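HEK293 cells stably expressing RXFP1, treated 30 min at 37C with compounds plus PDE4 inhibitor Ro 20174; cAMP measured by HTRF TR-FRET. Normalized to buffer and 29 nM porcine relaxin; EC50 by Hill fit.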
Starred values were filed as active, the others as inactive; u = inconclusive; x = no result given; & = joins results of further samples. Unless noted, the call rests on the fitted dose curve; in most records, active means well fitted curve in the direction sought with a large enough effect; inconclusive means small, poorly fitted or top-dose-only effect, or another doubt; inactive means no such curve, though single readings can be large; an effect the other way counts as inactive or inconclusive.

Every second line gives: D1 antag	D1 potentiator	GRP78 ERSR act	LDHA block	Vif-APOBEC3F blk	D1 agonist	Vif-A3G inh	RXFP1 agonist	D2 potentiator
1) COc1ccc(NC(=O)C2CC(=O)N(c3cc(C)ccc3C)C2)cc1 (configuration not stated)
    -13	-12	-2%	-4	-14%	1	-2%	0.0%	x
2) COc1ccc(/C=C2\SC(=O)N(CC(=O)NCCC(C)C)C2=O)cc1OC
    -7	-3	-4%	-12	3%	2	2%	0.8%	-3
3) CC(C)CNS(=O)(=O)c1ccc(CCC(=O)N2CCC(C(N)=O)CC2)cc1
    10	6	0%	-2	u	4	1%	0.8%	11
4) CCOC(=O)CCCNC(=O)COC(=O)c1cccc(C)c1O
    -23	1	1%	-2	-5%	1	-2%	2.1%	-10
5) Cc1cccc(C(=O)Nc2sc3c(c2C(=O)NC(C)C)CCCC3)c1
    6	0	-2%	4&-7	-9%	-2	-1%	-0.9%	5
6) Cc1oc(-c2ccccc2Cl)nc1CN(C)C(C)c1ccon1 (configuration not stated)
    2	1	1%	0	2%	2	-1%	-0.4%	11
7) CCOC(=O)c1c(CSc2ccc(CC)cc2)oc2ccc(O)c(CN(C)C)c12
    -15	-10	-10%	-1	17%	45*	0%	4.2%	-21
8) Cc1ccc(C(=O)NNC(=O)C(C)Oc2ccc3ccccc3c2)o1 (configuration not stated)
    8	1	-5%	-6	-12%	4	-2%	1.2%	6
9) Cc1nc2c(C(=O)NCc3ccc(F)cc3)c[nH]n2c(=O)c1Cl
    0	10	-1%	-7	-18%	0	3%	2.2%	9
10) COCCCn1c(C)cc(C(=O)COC(=O)C23CC4CC(CC(O)(C4)C2)C3)c1C
    -5	-7	-1%	2	-9%	1	0%	-1.6%	-1
11) C[C@H](CO)NC(=O)[C@H](C)[C@@H]1C[C@@]1(C)[C@@H](NC(=O)OCc1ccccc1)c1ccccc1
    5	5	3%	-8	4%	0	4%	3.7%	-3
12) Cc1cc(C(=O)N2CCCC(C(=O)c3ccc(Cl)cc3C)C2)no1 (configuration not stated)
    -35*	7	-4%	-8	-9%	1	-2%	1.4%	1
13) COCC(C)NC(=O)CCSc1nc(-c2ccc(OC)cc2)cc(C(F)(F)F)n1 (configuration not stated)
    1	-3	0%	-6	-15%	21	-2%	1.5%	-9
14) Cc1ccc(NC(=O)c2cc(S(=O)(=O)N3CCOCC3)ccc2F)c(C)c1
    8	-3	-2%	3	-14%	-1	-1%	-1.1%	10
15) Cc1cc(C)cc(C(=O)NCC(=O)N(C)CCOc2ccccc2)c1
    -5	0	-2%	-8	4%	1	0%	0.1%	-8
16) O=C(CCNC(=O)c1ccccc1)NNC(=O)COc1ccccc1Cl
    x	x	3%	4	-3%	x	-6%	x	x
17) CC(C)CN(CCNC(=O)CN1C(=O)COc2ccc(S(=O)(=O)N3CCC(C)CC3)cc21)CC(C)C
    43	-6	-3%	0	-5%	1	3%	0.8%	12
18) Cc1[nH]nc(SCC(=O)N(C)c2ccccc2)c1[N+](=O)[O-]
    -23	-4	-4%	-18	7%	9	4%	15%	3
19) O=C(NCCc1ccccc1)c1n[nH]c2ccccc12
    x	1	-1%	-3	-1%	-1	3%	-3.3%	6
20) Oc1ccc(-c2nc(-c3ccccc3)c(-c3ccc(Br)cc3)[nH]2)cc1
    6	0	-9%	1	6%	0	-13%	2.4%	-6
21) CCSc1ccccc1C(=O)NCc1ccc(OC)cc1
    -11	1	-2%	-1	-6%	0	2%	0.0%	4
22) COc1cccc2cc(-c3cn4cccc(C)c4n3)c(=O)oc12
    x	x	6%	4	-3%	x	0%	x	x
23) Cc1nnc(SCc2nc3ccccc3s2)n1N
    -15	-3	2%	-6	-5%	3	0%	5.4%	-3
24) COc1ccc(-c2c(C#Cc3ccsc3)c3cc(-c4ccc(C(N)=O)cc4)ccc3n2C)cc1
    x	x	0%	0	3%	x	-7%	x	x
25) CCOc1ccc(NS(=O)(=O)c2ccc3[nH]c(=O)oc3c2)cc1
    -2	-5	-2%	-2	-3%	1	-3%	-0.1%	-3
26) CC1=C(C(=O)Nc2cccc(Cl)c2C)C2(CCCCCC2)OC1=O
    -7	2	-4%	0	-1%	-1	-1%	3.6%	0
27) CCOC(=O)c1cc2c(=O)n3ccccc3nc2n(CC2CCCO2)c1=NC(=O)c1ccc(C)cc1 (configuration not stated)
    5	0	-3%	5	-5%	0	-4%	9.7%	17
28) Cc1occc1C(=O)Nc1ccc2c(c1)CCC2
    -6	-2	6%	-5	-10%	2	1%	0.2%	3
29) Cc1ccc(S(=O)(=O)N2CCN(c3nn(C)c(=O)n(C)c3=O)CC2)cc1C
    -3	-6	-2%	-12	0%	-2	-2%	0.5%	1
30) COCCn1nnnc1CN1CCC(NC(=O)c2ccc(Br)cc2)CC1
    -13	-3	-3%	-6	-5%	-1	1%	-0.6%	-3
31) N#Cc1ccccc1S(=O)(=O)N1CCN(C(=O)C2CC(=O)N(c3ccc4c(c3)OCCO4)C2)CC1 (configuration not stated)
    x	x	0%	-6	-2%	x	0%	x	x
32) CN(C)C(=O)CCSc1nnc(-c2ccco2)o1
    -9	0	-1%	-4	u	4	-5%	-0.1%	-5
33) C[C@H](NC(=O)[C@H]1N2C(=O)c3ccccc3C2SC1(C)C)C(=O)N1CCC[C@H]1CO (some centres not stated)
    7	-5	-4%	-6	8%	40*	-2%	-1.8%	3
34) COc1ccc(C2CC(=O)C(C=NCCN3CCN(C(C)=O)CC3)=C(O)C2)cc1OC (configuration not stated)
    19	1	x	x	x	1	x	0.9%	-2
35) Cc1ccc(NC(=O)NC(=O)CSc2nnc(-c3ccc(OC(F)F)cc3)n2N)c(C)c1
    -2	-4	2%	1	3%	10	0%	1.0%	5
36) CC(C)Cn1c(N)c(C(=O)COC(=O)C2Cc3ccccc3CN2S(C)(=O)=O)c(=O)n(C)c1=O (configuration not stated)
    -9	x	-2%	-12	-20%	11	2%	2.4%	-12
37) O=C(NCCCN1CCOCC1)c1sc2ccccc2c1Cl
    12	-4	1%	-2	-5%	0	5%	1.0%	-6
38) Cc1nc(-c2ccccc2O)n(-c2ccccc2)n1
    3	-1	-4%	-3	-6%	1	-2%	-0.9%	4
39) Cc1ccc(N2CC(NC(=O)c3ccc(S(=O)(=O)N4CCOCC4)cc3)CC2=O)cc1 (configuration not stated)
    x	4	-1%	-9&2	11%	-2	6%	1.2%	-1
40) COc1ccccc1N1CCN(/N=C/c2cc(OC)c(O)c(OC)c2)CC1
    14	-6	2%	20	0%	0	1%	-2.2%	-4

Compound profiles, as listed above. Values in the order: D1 antag	D1 potentiator	GRP78 ERSR act	LDHA block	Vif-APOBEC3F blk	D1 agonist	Vif-A3G inh	RXFP1 agonist	D2 potentiator
Profile of CC1=C(C(=O)Nc2cccc(Cl)c2C)C2(CCCCCC2)OC1=O : -7	2	-4%	0	-1%	-1	-1%	3.6%	0
Profile of COc1ccc(NC(=O)C2CC(=O)N(c3cc(C)ccc3C)C2)cc1 (configuration not stated) : -13	-12	-2%	-4	-14%	1	-2%	0.0%	x
Profile of COCC(C)NC(=O)CCSc1nc(-c2ccc(OC)cc2)cc(C(F)(F)F)n1 (configuration not stated) : 1	-3	0%	-6	-15%	21	-2%	1.5%	-9
Profile of Cc1cc(C(=O)N2CCCC(C(=O)c3ccc(Cl)cc3C)C2)no1 (configuration not stated) : -35*	7	-4%	-8	-9%	1	-2%	1.4%	1
Profile of O=C(NCCCN1CCOCC1)c1sc2ccccc2c1Cl : 12	-4	1%	-2	-5%	0	5%	1.0%	-6

The listing continues:
Every second line gives: D1 antag	D1 potentiator	GRP78 ERSR act	LDHA block	Vif-APOBEC3F blk	D1 agonist	Vif-A3G inh	RXFP1 agonist	D2 potentiator
41) c1ccc(-n2nc3c(ccc4cnnc43)[nH]2)cc1
    -10	-3	3%	17	3%	4	-8%	0.5%	3
42) CCOC(=O)c1ccc(NC(=O)CC2Nc3ccccc3NC2=O)cc1 (configuration not stated)
    6	0	-4%	-1	0%	1	-3%	0.6%	-3
43) CN(C)c1ccc2c3c(ccc(N(C)C)c13)C(=O)OC2
    2	-2	-4%	1	5%	2	3%	-1.6%	-6
44) CC(C)Cn1c(N)c(C(=O)CSc2cc(Cl)ccc2Cl)c(=O)n(C)c1=O
    2	5	x	x	x	2	x	-2.1%	8
45) Cc1ccc(-c2onc(C)c2C)cc1S(=O)(=O)N1CCOc2ccc(Cl)cc21
    11	4	-4%	-4	4%	8	5%	-0.2%	-8
46) COc1cc(/C=N/NC(=O)c2ccncc2)ccc1OC(=O)c1ccc([N+](=O)[O-])cc1
    16	5	-1%	-2	-2%	1	-1%	0.1%	8
47) CC1(C)CC(=O)C2=C(C1)OC(N)=C(C#N)C2c1ccccc1OC(=O)N1CCOCC1 (configuration not stated)
    22	-1	-3%	10	-1%	0	2%	-0.6%	5
48) Cn1c2ccccc2c2cc(/C=C(\NC(=O)c3ccccc3)C(=O)O)ccc21
    -19	4	0%	-2	8%	0	-6%	-0.8%	18
49) O=C(NCCNC(=O)c1ccc(Br)o1)c1ccc(Br)o1
    5	1	-1%	-5	-10%	14	1%	1.1%	13
50) Cc1cccc(NS(=O)(=O)c2ccc(C(=O)NCC3CCCO3)cc2)c1C (configuration not stated)
    -15	-7	-4%	-3	-2%	14	-7%	4.1%	4

Some of the compounds tested; rates above refer to the full screens.
